# Screening results deposited in PubChem by several laboratories.
# PAFAH1B2 inh: inhibitors of human PAFAH1B2; AID 492953; inhibition, % at 3.39 µM; recombinant PAFAH1B2, FP-rhodamine activity probe, fluorescence polarization; hit rate 1.2% among 340,000; P68402;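 active = inhibition above the mean of all tested compounds plus 3 SD, cut at about 24% in these data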;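 also: 0% = enzyme with DMSO and 100% = wells lacking PAFAH1B2; many of its hits are not listed in these tables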
# Target sequence (P68402 whole entry, looked up): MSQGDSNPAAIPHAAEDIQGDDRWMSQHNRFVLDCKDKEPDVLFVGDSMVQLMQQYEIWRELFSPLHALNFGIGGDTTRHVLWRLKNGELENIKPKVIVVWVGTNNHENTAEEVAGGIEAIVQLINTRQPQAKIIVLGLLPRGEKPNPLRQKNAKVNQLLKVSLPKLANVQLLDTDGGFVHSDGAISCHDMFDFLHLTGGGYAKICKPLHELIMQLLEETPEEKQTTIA
# MCL1-BIM inh: disrupts human MCL1 binding to BIM-BH3 peptide | Q07820 | GST-MCL1 / FITC-Bim-BH3 fluorescence polarization | inhibition, % at 10.9 µM | hit rate 0.68% among 320,000 | AID 2057;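 active = inhibition above the mean inhibition of all tested compounds plus 3 SD, set per campaign, cut at about 40% in these data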;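 also: 0% = DMSO wells and 100% = unlabeled Bim-BH3 peptide control; higher means more loss of mP so more displacement of Bim peptide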
# BCLXL inh: inhibitors of human Bcl-xL | Q07817 | GST-Bcl-xL / FITC-Bim BH3 peptide fluorescence polarization | inhibition, % at 10.9 µM | hit rate 0.7% among 320,000 | AID 2129;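 active = inhibition above the mean of all tested compounds plus 3 SD, cutoff set per campaign, cut at about 30% in these data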;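 also: 0% = DMSO wells and 100% = unlabeled Bim-BH3 peptide competitor; inhibitors lower millipolarization by displacing the labeled peptide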
# Target sequence (Q07817 whole entry, looked up): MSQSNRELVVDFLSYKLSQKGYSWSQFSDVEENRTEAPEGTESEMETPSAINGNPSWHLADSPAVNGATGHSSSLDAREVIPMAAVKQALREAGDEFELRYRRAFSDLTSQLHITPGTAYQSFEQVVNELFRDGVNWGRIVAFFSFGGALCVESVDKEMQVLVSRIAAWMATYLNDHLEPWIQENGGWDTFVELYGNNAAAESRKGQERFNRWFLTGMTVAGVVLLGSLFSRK
# pPAFAH FP inh: inhibitors of human plasma PAF acetylhydrolase (pPAFAH). Q13093. recombinant pPAFAH, FP-rhodamine probe fluorescence polarization. AID 463082. inhibition, % at 3.39 µM. hit rate 1.5% among 330,000;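 active = inhibition above the mean inhibition across the screen plus 3 SD, cut at about 25% in these data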;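 also: inhibitors block binding of the rhodamine activity-based probe so polarization drops; 0% = enzyme with DMSO and 100% = wells lacking pPAFAH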
# PME-1 primary: PME-1 (human) inhibition | inhibition, % at 5.9 µM | AID 2130 | recombinant PME-1, FP-Rh probe fluorescence polarization | hit rate 0.53% among 320,000;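 active = inhibition above the campaign mean of all compounds plus 3 SD, cut at about 26% in these data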;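 also: competitive labeling of PME-1 active site by serine hydrolase directed probe; 0% = PME-1 with DMSO and 100% = wells lacking PME-1 enzyme; inhibitors block probe labeling so polarization falls and inhibition rises; many of its hits are not listed in these tables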
# Fam108B counter: Fam108B inhibition, counter-screen for RBBP9 inhibitors; recombinant Fam108B, FP-Rh probe fluorescence polarization; inhibition, % at 9.51 µM; hit rate 0.33% among 300,000;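 active = inhibition above the screen mean inhibition plus 3 SD, computed separately per campaign, cut at about 18% in these data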;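 also: inhibitors lower polarization as less probe binds the enzyme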
# AHR act: activators of human aryl hydrocarbon receptor; activation, % at 5 µM; AID 2796; AHR-responsive luciferase reporter cells, luminescence; P35869; hit rate 2.5% among 320,000; in the data active = activation above about 47%;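 also: 0% = vehicle wells and 100% = reference agonist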
# MEX-5 binding: C. elegans MEX-5 TCR-2 RNA binding activity; activity score (negative = inhibition of binding), % at 10 µM; AID 1832; hit rate 0.38% among 300,000; MEX-5/FITC-TCR2 RNA binding, fluorescence polarization; stronger effect = lower value; Q9XUB2;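 active = inhibition past about -25% in most replicates, and total fluorescence under double the plate's negative control median, limit read from the data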;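 also: 0% = DMSO and -100% = 5 µM competing unlabeled TCR2 RNA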
# Target sequence (Q9XUB2 whole entry, looked up): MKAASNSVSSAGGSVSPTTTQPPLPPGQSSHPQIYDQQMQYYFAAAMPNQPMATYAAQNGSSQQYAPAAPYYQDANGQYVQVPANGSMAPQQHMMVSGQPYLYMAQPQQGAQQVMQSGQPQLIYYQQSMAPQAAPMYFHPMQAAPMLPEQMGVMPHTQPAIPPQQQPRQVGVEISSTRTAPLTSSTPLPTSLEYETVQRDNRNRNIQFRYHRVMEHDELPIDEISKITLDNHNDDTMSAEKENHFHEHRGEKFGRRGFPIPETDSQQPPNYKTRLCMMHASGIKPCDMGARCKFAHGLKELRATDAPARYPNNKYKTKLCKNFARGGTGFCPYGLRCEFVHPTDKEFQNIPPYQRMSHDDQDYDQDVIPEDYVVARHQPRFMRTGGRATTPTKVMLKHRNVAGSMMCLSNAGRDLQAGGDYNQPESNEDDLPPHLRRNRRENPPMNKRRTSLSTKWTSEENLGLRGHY
# GLD-1 TGE inh: GLD-1-TGE RNA interaction inhibition (C. elegans); purified GLD-1 + fluorescein TGE RNA, fluorescence polarization; inhibition, % at 5.96 µM; hit rate 0.44% among 320,000; AID 2280;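 active = percent inhibition above a per-plate cutoff, the plate mean of test compounds plus 3 SD, cut at about 30% in these data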;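 also: 0% = DMSO wells with GLD-1 and probe and 100% = wells lacking GLD-1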
# Starred values were filed as active, the others as inactive; . = no result given. These rows are one share of the data. The share of hits here may be higher or lower than overall.
# Under each structure: MCL1-BIM inh	Fam108B counter	PME-1 primary	BCLXL inh	AHR act	GLD-1 TGE inh	MEX-5 binding	pPAFAH FP inh	PAFAH1B2 inh
O=C(NCCN1CCOCC1)c1cc(S(=O)(=O)NCCCN2CCCC2=O)ccc1Cl
→ 11	-1	5	5	-1	-1	-1.6	0	3
COc1ccc(COCC(O)CN2CCc3ccccc3C2)cc1OC (stereo unspecified)
→ -2	0	2	6	5	0	-1.8	0	3
COc1ccc(C(C(=O)NCC2CCCO2)N(Cc2ccc(F)cc2)C(=O)CNC(=O)c2ccco2)cc1OC (stereo unspecified)
→ -3	1	6	5	0	5	3.5	2	3
COc1ccc(CCN(C)C(=O)COc2ccc(C(=O)c3ccccc3)cc2)cc1OC
→ -4	4	1	-3	0	2	0.9	5	5
COc1cccc(C(=O)COC(=O)c2n[nH]c(=O)c3ccccc23)c1
→ -2	-3	-1	-1	0	9	0.2	5	3
CCn1cc(C(=O)Nc2cccc(C(=O)OC)c2)c(=O)c2ccc(C)nc21
→ 2	0	1	-2	0	-3	-0.3	0	-2
O=C(O)CCCC(=O)N1CCc2cc(S(=O)(=O)NCc3ccc(F)cc3)ccc21
→ 2	5	2	2	-1	4	-0.2	-4	6
O=C(Nc1ccc(Br)cc1)C1OCCc2ccccc21 (stereo unspecified)
→ -1	2	-4	2	103*	6	-2.8	4	3
COc1cc(/C=N/Nc2nc3ccccc3s2)ccc1OC(=O)c1ccccc1F
→ 7	3	18	-1	78*	1	2.4	5	7
CC(=O)Nc1ccc(Nc2nc(-c3sc(C)nc3C)cs2)cc1
→ 3	1	5	5	-3	-3	0.6	14	4

# Continued; the last two above are carried over.
# Under each structure: MCL1-BIM inh	Fam108B counter	PME-1 primary	BCLXL inh	AHR act	GLD-1 TGE inh	MEX-5 binding	pPAFAH FP inh	PAFAH1B2 inh
COc1cc(/C=N/Nc2nc3ccccc3s2)ccc1OC(=O)c1ccccc1F
→ 7	3	18	-1	78*	1	2.4	5	7
CC(=O)Nc1ccc(Nc2nc(-c3sc(C)nc3C)cs2)cc1
→ 3	1	5	5	-3	-3	0.6	14	4
O=C(OCC(=O)N(CCc1ccccc1)Cc1ccccc1)c1ccccc1NCCO
→ 6	0	8	3	-2	3	-4.3	10	6
CC(C)CNC(=O)c1ccc(NC(=O)c2cccs2)cc1
→ -3	2	-5	6	-1	-5	4.6	0	4
CC(C)C(CC(=O)N1CCCCC1)C1CCOC(C)(C)C1 (stereo unspecified)
→ 2	0	-8	6	3	0	-1.2	-1	0
NC(=O)C1CCN(C(=O)C2CCC(=O)N(CC3CCCCC3)C2)CC1 (stereo unspecified)
→ -7	-2	7	-5	0	-2	-0.8	2	8
Fc1cccc(-c2n[nH]c(=S)n2-c2ccccc2)c1
→ -14	0	-1	-15	1	-2	1.3	1	20
COc1ccc(NC(=S)NNC(=O)C2CC2c2ccc(C)cc2)cc1 (stereo unspecified)
→ -1	-2	-4	-2	3	5	2.1	6	-1
Cc1ccc(S(=O)(=O)N2CCCCC2)cc1NC(=O)COC(=O)Cc1cccc(C(F)(F)F)c1
→ 3	-5	-4	3	-2	5	0.6	7	0
CS(=O)(=O)c1ccc2sc(NC(=O)c3cc4ccccc4o3)nc2c1
→ -17	0	-4	-7	5	5	0.2	7	2
Cc1ccccc1C1CC(c2ccccc2)Nc2ncnn21 (stereo unspecified)
→ 3	-1	2	5	-2	3	0.8	4	0
COc1ccccc1N1CCN(CCCNc2c(C)c(=O)n(C)c(=O)n2C)CC1
→ 5	-7	2	-2	-3	4	2.0	3	7
Cn1c(NC(=O)c2ccccc2)c(-c2ccccn2)c(=O)c2ccccc21
→ 2	-1	-2	-1	1	-3	0.7	6	4
C=CCn1c(Sc2nncn2C)nc2c1c(=O)[nH]c(=O)n2C
→ 4	-1	1	2	1	-8	-0.8	0	3
COc1ccc(C2C(C(C)=O)=C(O)C(=O)N2c2ccc(C)cc2)cc1 (stereo unspecified)
→ 4	-4	-2	4	5	-9	-2.6	-5	4
COc1ccc(NC(=O)CN2CC(c3ccccc3)CC2=O)cc1OC (stereo unspecified)
→ -3	-2	-3	2	1	1	-2.8	-4	7
OC1CCCCC1
→ 3	.	-6	4	0	-3	.	5	6
Cc1c(Cl)ccc2c(C(=O)Nc3cc(C(C)(C)C)on3)cc(-c3ccccn3)nc12
→ 5	-3	3	7	7	3	1.9	4	-4
O=C(CCN1C(=O)c2ccccc2S1(=O)=O)Nc1ccccc1O
→ 8	2	-3	4	-1	4	0.1	-1	5
O=C(COc1ccc(F)cc1Cl)Nc1cccc(S(=O)(=O)N2CCCCCC2)c1
→ 2	.	19	0	1	4	.	0	2
Cc1cnc(C(=O)Nc2cccc(-c3nnc4n3CCCCC4)c2)cn1
→ 5	-1	-2	5	14	-7	-0.5	2	1
CCOc1ccccc1-c1nc(-c2cc3ccccc3nc2OC)no1
→ -5	-4	-14	-1	45	0	2.0	2	-8
N#Cc1ccc(-c2nc3ccccc3nc2-c2ccccc2)cc1C#N
→ 3	-1	-3	0	0	6	1.8	3	-4
COc1ccc(OC)c(/C=C/C(=O)N2CCN(S(=O)(=O)c3cc(C)ccc3C)CC2)c1
→ 3	.	13	3	0	5	.	9	0
Cc1cc(Cl)c(S(=O)(=O)Nc2ccc3c(c2)OCCO3)cc1OCC(=O)NC1CCCCC1
→ 4	0	8	6	1	8	2.4	8	12
CC1CCCCN1c1nnc(NC(=O)Cn2c(=O)oc3ccccc32)s1 (stereo unspecified)
→ -4	-1	-3	-1	12	2	0.6	-1	3
C=CCOc1cccc(CNCCCN2CCOCC2)c1
→ -1	5	-4	2	-2	-1	3.3	0	7
O=C(COC(=O)c1ccccc1C(=O)c1ccccc1)NCCc1ccc(Cl)cc1Cl
→ 0	-4	4	4	3	4	-0.5	13	3
COc1cccc(C(=O)Nc2ccc(NC(=O)C3CC=CCC3C(=O)O)cc2)c1 (stereo unspecified)
→ 6	-6	-2	-3	18	3	-0.4	-12	0
CC(C)c1ccc(S(=O)(=O)c2cnc(=S)[nH]c2N)cc1
→ 14	3	-4	5	0	-20	2.6	-1	5
O=c1cc(N2CCCCC2)c(-c2ccccc2)n[nH]1
→ 5	2	2	-1	0	-1	2.6	4	8
CN1CCN(C(=O)CSc2ccc(Cl)cc2)CC1
→ 6	-3	-3	-2	2	-6	-0.7	1	12
COc1cccc(/C(C)=N/NS(=O)(=O)c2ccc(Cl)cc2)c1
→ 11	5	4	3	-1	-2	1.2	0	6
COc1ccc(C(=O)C(O)C(c2ccc(C)cc2)N2CCOCC2)cc1OC (stereo unspecified)
→ 2	-2	-4	-1	1	-6	1.9	5	-3
O=C1CC(N2CCCc3ccccc32)C(=O)N1c1ccccc1Cl (stereo unspecified)
→ -1	-1	8	-1	3	2	-0.8	10	5
O=C(NCCc1ccccc1)C1(S(=O)(=O)c2ccc(Cl)cc2)CC1
→ 9	-2	2	1	4	2	-0.8	-1	13
CC(Sc1nc(N)c2c3c(sc2n1)CSC(C)(C)C3)C(=O)Nc1ccccc1 (stereo unspecified)
→ -4	-19	-18	-3	2	5	3.5	0	4
CN(C(=O)c1ccccc1OC1CCN(S(C)(=O)=O)CC1)C1CCOC1 (stereo unspecified)
→ -2	0	2	-5	1	2	-0.1	-5	2
CN1CCCN(C(=O)c2ccc(Br)s2)CC1
→ 2	2	1	2	-2	9	1.0	0	0
Cc1onc(-c2ccccc2)c1C(=O)NC(=S)NNC(=O)c1ccncc1
→ 12	0	-2	12	4	-5	7.2	-1	1
CC(=O)Nc1ccc(/C(C)=N/NS(=O)(=O)c2ccccc2)cc1
→ 5	-2	-3	3	3	2	2.0	-5	-1
Cc1nn(-c2ccccc2)c(N)c1N=Nc1cccc(S(=O)(=O)N2CCOCC2)c1
→ -10	5	3	3	14	2	-4.2	1	6
CN(C(=O)CSC1=Nc2ccccc2C2=NC(c3ccccc3)C(=O)N12)C1CCCCC1 (stereo unspecified)
→ -11	1	-6	1	5	-3	-0.9	3	1
Cc1ccc(/C(N)=N/OC(=O)COc2ccccc2Cl)cc1
→ 2	-6	-4	2	-11	-1	1.0	3	-2
COc1ccc2c(c1)c(C(=O)N/N=C/c1cccc(O)c1)c(C)n2C
→ 8	-2	7	5	6	0	-0.4	-1	1
CN(C)S(=O)(=O)c1ccc(S(=O)(=O)NC2CCOC(C)(C)C2)cc1 (stereo unspecified)
→ -6	12	-4	4	3	0	-3.2	6	-1
Nc1ccc(Oc2ccc3nc(-c4ccccc4)c(-c4ccc([N+](=O)[O-])cc4)nc3c2)cc1
→ -4	5	-5	-3	9	3	0.1	1	-1
COc1ccc2nc(SC)c(C#N)cc2c1
→ 1	-1	3	3	3	-2	-0.3	3	3
CC1Nc2ncnc(N3CCN(c4ccccc4)CC3)c2N(Cc2ccc(Br)cc2)C1=O (stereo unspecified)
→ 2	1	5	-3	1	4	1.4	7	0
COC(=O)C(CC(C)C)NC(=O)CNC(=O)c1ccccc1C (stereo unspecified)
→ 9	1	-3	4	7	-4	-1.7	0	5

# Entries above containing a Cl atom (10):
# Under each structure: MCL1-BIM inh	Fam108B counter	PME-1 primary	BCLXL inh	AHR act	GLD-1 TGE inh	MEX-5 binding	pPAFAH FP inh	PAFAH1B2 inh
O=C(NCCN1CCOCC1)c1cc(S(=O)(=O)NCCCN2CCCC2=O)ccc1Cl
→ 11	-1	5	5	-1	-1	-1.6	0	3
Cc1c(Cl)ccc2c(C(=O)Nc3cc(C(C)(C)C)on3)cc(-c3ccccn3)nc12
→ 5	-3	3	7	7	3	1.9	4	-4
O=C(COc1ccc(F)cc1Cl)Nc1cccc(S(=O)(=O)N2CCCCCC2)c1
→ 2	.	19	0	1	4	.	0	2
Cc1cc(Cl)c(S(=O)(=O)Nc2ccc3c(c2)OCCO3)cc1OCC(=O)NC1CCCCC1
→ 4	0	8	6	1	8	2.4	8	12
O=C(COC(=O)c1ccccc1C(=O)c1ccccc1)NCCc1ccc(Cl)cc1Cl
→ 0	-4	4	4	3	4	-0.5	13	3
CN1CCN(C(=O)CSc2ccc(Cl)cc2)CC1
→ 6	-3	-3	-2	2	-6	-0.7	1	12
COc1cccc(/C(C)=N/NS(=O)(=O)c2ccc(Cl)cc2)c1
→ 11	5	4	3	-1	-2	1.2	0	6
O=C1CC(N2CCCc3ccccc32)C(=O)N1c1ccccc1Cl (stereo unspecified)
→ -1	-1	8	-1	3	2	-0.8	10	5
O=C(NCCc1ccccc1)C1(S(=O)(=O)c2ccc(Cl)cc2)CC1
→ 9	-2	2	1	4	2	-0.8	-1	13
Cc1ccc(/C(N)=N/OC(=O)COc2ccccc2Cl)cc1
→ 2	-6	-4	2	-11	-1	1.0	3	-2
